Screens: PubChem BioAssay, National Center for Advancing Translational Sciences (NCATS)
IkB sig inh = IkB Signaling; ABC-DLBCL IkBa-CBG/CBR dual luciferase ratio, 4 h; response scale: scaled: untreated 0%, proteasome inhibitor 100%; Potency, µM (highest dose often 57.1 µM), for inactives: at the highest dose IkBa stabilization activation; hit rate 0.04% among 110,000; AID 445, 2006; active = well fitted curve in the direction sought with a large enough effect in the signal ratio, not every such curve was filed as active; inconclusive = small, poorly fitted or top-dose-only effect, or a change in a side signal; the % refers to the signal ratio;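 note: the direction sought is a rising ratio; 0% = basal untreated cells and 100% = reference inhibitor full response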
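Luminescence ratio of IκBα-fused green versus native red beetle luciferase in OCI-Ly3 cells, 4 h post-doxycycline with compound; red signal alone, scaled from basal (0%) to zero light (-100%), flagged nonspecific or cytotoxic effects.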
p53ts 32C tox = qHTS Screen for Compounds that Selectively Target Cancer Cells with p53 Mutations: Cytotoxicity of p53ts Cells at the Permissive Temperature | H1299-p53A138V at 32C, ATP luminescence viability, 24 h | Potency, µM (doses to about 46.1 µM), for inactives: at the highest dose activity change, negative = cytotoxicity, hits mostly cytotoxic | hit rate 0.93% among 130,000;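 note: 0% = DMSO and -100% = full killing by reference compound; nearly all actives have a fitted effect of over 55% in size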
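H1299-p53 A138V cells (temperature-sensitive p53) exposed 24 h to up to 46 uM compound at 32C, where p53 is wild-type in conformation. Viability read as ATP luminescence and normalised to DMSO and 100 uM tamoxifen. AC50 fitted with the Hill equation.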
p53ts 39C kill = qHTS Screen for Compounds that Selectively Target Cancer Cells with p53 Mutations: Cytotoxicity of p53ts Cells at the Nonpermissive Temperature | H1299-p53A138V viability at 39C, ATP luminescence, 24 h | Potency, µM (titrated, usually from 46.1 µM), without a hit: at the top dose activity change, negative = cell killing, actives largely listed as cytotoxic | hit rate 1.5% among 130,000 | AID 902, 2007; note: nearly all actives have a fitted effect of over 55% in size
Peg3 imprint = qHTS Assay for Compounds that Induce Erasure of Genomic Imprints | mouse ES Peg3-LacZ reporter, beta-gal luminescence, 40 h | Potency, µM (series often up to 60.7 µM), without a hit: at the top dose activity change, positive = activation, most hits filed as activators | hit rate 0.02% among 110,000;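 note: 0% = negative control wells on the plate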
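Readout: BetaGlo luminescence (5 min, room temp) for LacZ from the normally silent maternal Peg3 allele in female Peg3LacZ-Neo ES cells. Cells 300/well, 40 h, 37C, 5% CO2. Data normalized per plate to negative controls.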
* marks the source's active call; other numbers are inactive results; ? = inconclusive; / = not tested or not shown; & = joins results of further samples; [ ] = remark or other dose. Unless noted, calls come from the whole dose curve; as a rule, active = well fitted curve in the direction sought with a large enough effect; inconclusive = small, poorly fitted or top-dose-only effect, or another doubt; inactive = no such curve, though single readings can be large; an effect the other way counts as inactive or inconclusive. Unless noted, % is set by controls: 0 for no effect and ±100 for the full control effect; potency is the fitted concentration of half-maximal effect.

The line under a structure holds: IkB sig inh	p53ts 32C tox	p53ts 39C kill	Peg3 imprint
COc1ccc(-c2cc(=O)c3c(OC)c(OC)c(OC)c(OC)c3o2)cc1
    /	-24%	-21%	?
COC(=O)c1sccc1NC(=O)c1csc2c1CCCC2
    0.5%	-2%	4%	-19%
COC(=O)c1cc(Br)c(=O)n(-c2ccccn2)c1
    -0.6%	2%	14%	5%
CCOc1ccccc1C(=O)N(CCC(=O)OC)c1ccccn1
    0.8%	-3%	4%	7%
C=CCNC(=O)C1CCCN(S(C)(=O)=O)C1 (configuration not stated)
    0.4%	-1%	-2%	-3%
CCc1cccc(C)c1NC(=O)Cn1nnc(-c2nc(-c3ccccc3F)no2)c1N
    -2.9%	10%	-17%	3%[10.9 µM]
Cc1cc(Cl)ccc1OCC(=O)Nc1c(Cl)ccc2nsnc12
    -1.5%	-23%	-19%	-14%[10.9 µM]
CCc1ccc(NS(=O)(=O)c2ccc3[nH]cc(C(=O)N(C)Cc4ccco4)c(=O)c3c2)cc1
    -0.2%	7%	15%	-4%[10.9 µM]
Cc1ccc(C(=O)NCC(c2ccco2)S(=O)(=O)c2cccs2)cc1C (configuration not stated)
    ?	4%	0%	6%[10.9 µM]
CC(C)Cn1c(N)c(C(=O)COC(=O)c2cc(C(F)(F)F)nc3ccccc23)c(=O)n(C)c1=O
    /	-12%	9%	-18%
O=C(Cn1c(=O)n(-c2ccccc2)c(=O)c2c3c(sc21)CCCC3)Nc1cccc(F)c1
    0.9%	10%	10%	-3%[10.9 µM]
CCCn1c2ccccc2c2cnn(CC(=O)N3CCCC(C(=O)OCC)C3)c(=O)c21 (configuration not stated)
    0.5%	10%	-19%	-13%[10.9 µM]
CC(=O)NCC(=O)NC(Cc1ccccc1)C(N)=O (configuration not stated)
    /	7%	39%[activator]	/
O=S(=O)(c1cccc(S(=O)(=O)N2CCC(n3nnc4ccccc43)CC2)c1)N1CCCCC1
    1.6%	-1%	3%	-15%
COc1ccccc1C(=O)Nc1ccc2c(c1)nc(CCNC(C)=O)n2C
    3.1%	13µM*	13µM*	-13%
CCNS(=O)(=O)c1ccc(NC(=O)c2cccnc2)cc1
    /	11%	-4%	/
CC=O
    -0.1%	5%[1.84 µM]	-8%	-3%
O=C(Nc1ccc(Br)cc1)C1CCN(S(=O)(=O)c2cccc3nsnc23)CC1
    -5.7%	1%	3%	-5%[10.9 µM]
COc1ccc(OC)c(S(=O)(=O)N2CCN(c3c(C)cccc3C)CC2)c1
    3.0%	9%	13%	-15%
CCOc1ccc(NC(=O)c2c(Nc3ccccc3C)sc(C(=O)c3ccccc3)c2N)cc1
    1.0%	-9%	-26%	29%[10.9 µM]
CCOc1ccc(CCNC(=O)c2cc3c(=O)n(C)c4ccccc4c3s2)cc1OCC
    0.5%	14%	-3%	7%[10.9 µM]
CC(=O)OC1c2ccccc2C(=O)N1Cc1ccccc1Cl (configuration not stated)
    2.2%	-2%	-5%	-11%
Cc1c(C(=O)NCc2ccc(OC(C)C)cc2)sc2ncnc(N(C)C3CCCCC3)c12
    ?	8%	-17%	-4%[10.9 µM]
COC(=O)NC(c1ccccc1)[C@]1(C(C)=O)CCCC1=O (some centres not stated)
    /	-2%[9.22 µM]	0%[9.22 µM]	/
CCOCC(=O)Nc1cccc(Br)c1
    2.0%	-11%	3%	-16%
COCCCNC(=O)c1cc(C)nc2ccc(F)cc12
    -1.5%	-2%	5%	-8%
CN1C(=O)CC(N2CCN(CCN=CC3=C(O)CC(C)(C)CC3=O)CC2)C1=O (configuration not stated)
    0.3%	-5%	0%	1%
Cc1cccc(N2CCN(C(=O)c3ccc(CS(=O)(=O)c4ccccc4C)o3)CC2C)c1 (configuration not stated)
    ?	-29%	-19%	-28%
Cc1nn(CCC(=O)NCc2ccc(N(C)C)cc2)c(=O)c2nn(-c3ccccc3)c(C)c12
    0.2%	6%	-2%	?
Cc1cccc(OCC2=NS(=O)(=O)c3ccccc3N2)c1
    0.6%	-12%	-9%	-58%[inhibitor]
COCCn1c(=O)c(-c2ccc(Cl)cc2)nc2cnc(OC)nc21
    0.6%[11.4 µM]	-1%	1%	/
CC(C)c1nnc(NC(=O)CC(=O)Nc2ccccc2C(=O)O)s1
    ?	-13%	-7%	-92%[inhibitor]
Cc1ccc(NC(=O)CCCn2c(=O)c3cccn3c3ccccc32)cc1Cl
    -1.9%	3%	-18%	-6%[10.9 µM]
CN(C(=O)c1cc2c(Cl)nc3ccccc3c2s1)c1cccc(C(F)(F)F)c1
    0.3%	10%	-23%	7%[10.9 µM]
Cc1cc(NC(=O)CCC(=O)N(c2ccc(F)cc2)C(C(=O)NC2CCCC2)c2ccncc2)no1 (configuration not stated)
    0.6%	2%	6%	-11%
O=c1c2ccccc2nc2n1CCCCN2
    1.9%	8%	15%	?
Cn1cccc1Cc1nnc(SCC(=O)NC2CCCCC2)n1-c1ccc(F)cc1
    1.2%	0%	-10%	-14%
CC1CCCN(C(=O)CN2C(=O)c3ccccc3C2=O)C1 (configuration not stated)
    1.0%	-8%	1%	-7%
CCC(=O)N1CCc2cc(S(=O)(=O)NCCCN3CCN(Cc4ccccc4)CC3)ccc21
    -0.8%	4%	-5%	16%
COc1ccccc1CNc1ncnc2ccc(-c3cccc(NS(C)(=O)=O)c3)cc12
    -0.7%[11.4 µM]	-3%	-17%	-16%
CCOC(=O)CSc1nnc(CSc2nc(N)c3c(C)c(C)sc3n2)n1-c1ccccc1
    ?	-3%	12%	-5%
N#CC1=C(SCc2ccccc2)NC(=O)CC1c1ccc(O)cc1 (configuration not stated)
    2.7%	4%	5%	-3%
CCCN(c1ccccc1F)S(=O)(=O)c1ccc2c(c1)C(C)(C)C(=O)N2C
    1.6%	6%	-6%	-3%[10.9 µM]
CCCOCC1CC2(SC(=Nc3ccc(C)cc3)NC2=O)C(=O)O1 (configuration not stated)
    0.4%	11%	3%	-18%
COc1ccc(S(=O)(=O)Cc2ccc(C(=O)NCc3ccc(F)cc3)o2)cc1
    4.7%	6%	1%	-17%
CCn1cc(C(=O)NCCc2ccc(Cl)cc2)c(=O)c2cc(S(=O)(=O)N3CCCCCC3)ccc21
    -3.0%	5%	14%	28%[10.9 µM]
CC(C)(C)C1CCc2nc(NC(=O)Cc3cn4ccsc4n3)sc2C1 (configuration not stated)
    ?	15%	-19%	-17%
COc1ccc(NC(=O)C(c2ccc(OC)cc2)N(C)C(=O)c2cnccn2)cc1 (configuration not stated)
    -0.1%	4%	-8%	-7%
CN(C)S(=O)(=O)c1ccc2c(c1)c(=O)c(C(=O)N1CCN(c3ccccn3)CC1)cn2C
    0.2%	2%	9%	-5%
Cc1nc(NC(=O)CCC(=O)O)sc1C(=O)N(C)C
    -2.4%	-10%	-12%	1%
O=C(Nc1c(C(=O)N2CCCC2)cnn1-c1ccccc1)c1cccc(F)c1
    -0.5%	-10%	1%	-6%
COc1ccc(-c2cc(C(=O)Nc3sc4c(c3C#N)CCCC4)no2)cc1OC
    -4.9%	7%	13%	25%[10.9 µM]
Cc1ccc(-n2c(=O)c3c(C)c(C(=O)N(C)C)sc3n(Cc3ccccc3C)c2=O)cc1C
    0.0%	-3%	-14%	10%[10.9 µM]
COc1cc(-c2noc(-c3cc(C(C)C)[nH]n3)n2)cc(OC)c1OC
    -0.5%	7%	4%	-6%[10.9 µM]
CO/N=C(/C(=O)NC1C(=O)N2C(C(=O)O)=C(CSc3nc(=O)c(O)nn3C)CSC12)c1csc(N)n1 (configuration not stated)
    /	3%&0%	-3%&-3%	-3%&-4%
CCOC(=O)c1c(C)[nH]c(C)c1S(=O)(=O)N1CCC(C(=O)Nc2ccc(F)cc2F)CC1
    1.1%	-2%	9%	-2%[10.9 µM]
Nc1nnc(SCC(=O)N2CCN(c3ccccc3)CC2)s1
    0.2%	1%	-3%	-12%
O=C(c1cccs1)N(CCO)Cc1cc2cc3c(cc2[nH]c1=O)OCCO3
    -1.1%	2%	5%	6%
Cc1ccc2cc3c(NC(=O)c4cccnc4)nn(C)c3nc2c1
    -3.7%	3%	2%	-13%
CC(C)Oc1ccc(CNC(=O)c2cccc(NC(=O)c3nsc4ccccc34)c2)cc1
    0.2%	-25%	-30%	-3%[10.9 µM]

(cont.)
The line under a structure holds: IkB sig inh	p53ts 32C tox	p53ts 39C kill	Peg3 imprint
CCCc1cc(=O)[nH]c(SCC(=O)c2ccc(S(=O)(=O)N3CCCC3)cc2)n1
    0.8%	-16%	?	-7%
O=C(NCc1ccccn1)c1cn(Cc2ccccc2)nn1
    -2.2%	9%	3%	?
C=C(C)c1ccc(C(C)(C)NC(=O)N2CCN(C)CC2)cc1
    0.4%	-4%	-5%	4%
NC(CO)C(=O)NNCc1ccc(O)c(O)c1O (configuration not stated)
    /	11%	-2%	-11%&4%
CCOc1ccc(C(=O)NCCSc2c(C)[nH]c3ccccc23)cc1OCC
    -2.9%	9%	12%	2%[10.9 µM]
CCCCS(=O)(=O)Nc1ccc(Cc2ccncc2)cc1
    0.8%	-10%	-3%	-8%
O=C(c1nnc(-c2ccncc2)o1)c1ccccc1Cl
    0.0%	2%	-10%	-1%
CC(=O)N1CCc2cc(S(=O)(=O)NCCCOC(C)C)ccc21
    1.3%	-17%	-5%	-29%
CCCCn1c(N)c(N(CCC(C)C)C(=O)CSc2nnc(C)s2)c(=O)[nH]c1=O
    0.8%	-6%	-13%	-9%
CN(C)c1oc(-c2ccccc2Cl)nc1C#N
    -2.0%	1%	-3%	-18%
COc1ccccc1NC(=O)CCn1c(=O)sc2ccccc21
    0.4%	-4%	23%	-3%
COc1ccc(NS(=O)(=O)c2ccc(NS(C)(=O)=O)cc2)cc1
    0.6%	-13%	-2%	-8%
Cc1ccc(CNC(=O)c2cnn(-c3cccc(C)c3)c2C2CCN(C(=O)OC(C)(C)C)CC2)cc1
    ?	15%	5%	-9%[10.9 µM]
Cc1cccc2c(Cl)cc(=O)[nH]c12
    /	-3%	4%	/
Cc1cccc(OCCCCn2c(C3CC(=O)N(c4ccccc4Cl)C3)nc3ccccc32)c1 (configuration not stated)
    -1.8%	?	16µM*	-3%[10.9 µM]
N#C/C(=C\c1c(N2CCOCC2)nc2ccccn2c1=O)S(=O)(=O)c1ccccc1
    /	-4%	-2%	/
Cc1ccc(C(=O)N2CCN(Cc3cc(=O)n4nc(-c5ccccc5)sc4n3)CC2)cc1
    ?	-2%	8%	4%[10.9 µM]
O=C(Nc1cccc2ncccc12)c1cc2ccccc2o1
    ?	-5%	0%	-14%
COc1ccccc1CCNC(=O)c1cc2c(=O)n3cccc(C)c3nc2n1C
    1.6%	-3%	-7%	-15%[10.9 µM]
c1cn(-c2ncnc3ccc(-c4ccoc4)cc23)cn1
    12%[11.4 µM]	?	?	-34%[inhibitor]

Entries of single compounds, quoted from the list.
Profile of CCOc1ccc(C(=O)NCCSc2c(C)[nH]c3ccccc23)cc1OCC = IkB sig inh: -2.9%; p53ts 32C tox: 9%; p53ts 39C kill: 12%; Peg3 imprint: 2%[10.9 µM]
Profile of O=C(Nc1cccc2ncccc12)c1cc2ccccc2o1 = IkB sig inh: ?; p53ts 32C tox: -5%; p53ts 39C kill: 0%; Peg3 imprint: -14%
Profile of O=C(c1nnc(-c2ccncc2)o1)c1ccccc1Cl = IkB sig inh: 0.0%; p53ts 32C tox: 2%; p53ts 39C kill: -10%; Peg3 imprint: -1%

Random draw from the library; 1.8% or so of the library scored in one or more.
